Assay outcomes: PubChem BioAssay, National Center for Advancing Translational Sciences (NCATS)
LDHA inh: qHTS assay for inhibitors of human lactate dehydrogenase | AID 1347041, 2019 | purified LDHA, NADH/diaphorase-resazurin fluorescence; active compounds read low | activity change, % (values are at about 110 or 230 µM) | 480,000 compounds, 0.15% hits | L-lactate dehydrogenase A chain (Homo sapiens), P00338; in the data active means activity change below about -30%; inconclusive means mostly about -25% to -30%;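 further: plate controls were DMSO wells for no effect and wells without enzyme for full effect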
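LDH5 2 nM; NADH 0.06 mM, pyruvate 0.2 mM; 200 mM Tris pH 7.4, EDTA, Tween-20; 5 min RT. Detection: diaphorase 0.133 mg/mL + resazurin 37 µM, fluorescence ex540/em590 at 0 and 20 min; normalized to enzyme-free and DMSO wells.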
D1 potentiator: Potentiators of Human D1 Dopamine Receptor: qHTS | D(1A) dopamine receptor (Homo sapiens), P21728 | potentiation, % at 10 µM | HEK293 TREx D1 cells, calcium flux, dopamine EC20 potentiation | AID 504651, 2011 | 360,000 compounds, 0.036% hits; in the data active means potentiation above about 30%; further: 0% is about no effect
D1 antagonist: Antagonist of Human D 1 Dopamine Receptor: qHTS. D(1A) dopamine receptor (Homo sapiens), P21728. HEK293 TREx D1 cells, calcium flux, dopamine EC80; active compounds read low. activity change, negative = inhibition, % at 10 µM. 360,000 compounds, 3.2% hits; in the data active means activity change below about -30%; further: on the % scale 0 is the no-effect control and ±100 the full control effect
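Kinetic fluorescence of a calcium dye serves as the read-out. D1-expressing Hek293 Trex cells, induced overnight at 30 C, are exposed to compound for 180 s before an EC80 dopamine addition, then read 180 s further.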
Glioma ERSR ind: qHTS for Inducers of the Endoplasmic Reticulum Stress Response (ERSR) in Human Glioma: qHTS | 420,000 compounds, 0.02% hits | U87-MG GRP78 promoter luciferase reporter, 16 h | AID 602332, 2012 | Potency, µM, for the others: at the top dose activation, hits mostly activators; further: potency means the concentration at half of the fitted maximal effect; series mostly up to about 76 µM; % of control where 0% means no effect; nearly all actives have a fitted effect of over 35% in size
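Stably transfected U87-MG glioma cells carrying a GRP78-based luciferase sensor; 16 h compound incubation. Luminescence end-point read 10 min after Bright-Glo addition at room temperature.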
RXFP1 agonist: qHTS Assay for Agonists of the Relaxin Receptor RXFP1. HEK293T-RXFP1 cAMP TR-FRET, 30 min; response scale: percent of porcine relaxin response, buffer zero. Potency, µM (highest dose often 57.5 µM), without a hit: at the top dose activation, actives largely listed as activators. 370,000 compounds, 0.3% hits. AID 2676, 2010; further: potency means the concentration at half of the fitted maximal effect; on the % scale 0 is the no-effect control and ±100 the full control effect; nearly all actives have a fitted effect of over 60% in size; many of its hits are not listed in these tables
Target sequence (Q9HBX9 whole entry, looked up): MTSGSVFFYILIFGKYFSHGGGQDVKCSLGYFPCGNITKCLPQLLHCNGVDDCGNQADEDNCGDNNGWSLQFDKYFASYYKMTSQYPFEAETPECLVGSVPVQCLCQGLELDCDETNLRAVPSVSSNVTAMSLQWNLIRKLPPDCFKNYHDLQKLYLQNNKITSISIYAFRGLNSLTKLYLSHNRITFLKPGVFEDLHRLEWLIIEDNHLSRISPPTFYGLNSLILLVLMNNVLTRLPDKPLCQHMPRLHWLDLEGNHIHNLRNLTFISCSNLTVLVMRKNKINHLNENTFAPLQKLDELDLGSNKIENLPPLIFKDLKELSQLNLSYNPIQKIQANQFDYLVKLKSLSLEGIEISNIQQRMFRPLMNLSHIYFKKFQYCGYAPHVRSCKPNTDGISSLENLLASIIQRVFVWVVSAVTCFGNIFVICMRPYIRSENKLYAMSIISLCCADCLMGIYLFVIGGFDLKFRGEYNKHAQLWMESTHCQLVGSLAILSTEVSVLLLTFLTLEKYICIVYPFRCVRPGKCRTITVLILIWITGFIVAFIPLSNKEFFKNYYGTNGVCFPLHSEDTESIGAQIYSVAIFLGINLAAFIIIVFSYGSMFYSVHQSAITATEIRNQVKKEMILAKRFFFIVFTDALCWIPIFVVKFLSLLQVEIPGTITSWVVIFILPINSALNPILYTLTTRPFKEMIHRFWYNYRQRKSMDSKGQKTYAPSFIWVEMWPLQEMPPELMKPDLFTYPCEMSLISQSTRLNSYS
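Agonist response is measured as cAMP accumulation in an RXFP1-transfected HEK293T line under PDE4 inhibition. Values are scaled between buffer-only and 29 nM porcine relaxin, and EC50s come from standard Hill equation fits.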
Vif-A3G inh: qHTS for Inhibitors of Vif-A3G Interactions: qHTS | DNA dC->dU-editing enzyme APOBEC-3G (Homo sapiens), Q9HC16 | AID 602310, 2012 | HeLa A3G-eYFP + Vif (tagged APOBEC3G with the HIV-1 protein that degrades it), YFP fluorescence, overnight | 410,000 compounds, 0.076% hits | Potency, µM (series often up to 46.1 µM), inactives show at the highest dose activity, negative = active, most hits filed as inhibitors;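 further: potency means the concentration at half of the fitted maximal effect; on the % scale 0 is the no-effect control and ±100 the full control effect; nearly all actives have a fitted effect of over 60% in size; hits raise eYFP signal because A3G escapes Vif-driven loss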
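HeLa cells stably expressing Vif and C-terminally eYFP-tagged A3G, seeded overnight at 37 deg C, then exposed to compound by pintool overnight at 37 deg C. Rise in yellow fluorescence (Ex 488/Em 500-530, Acumen) marks blocked Vif-driven A3G degradation.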
D2 PAM: HTS Assay for Positive Allosteric Modulators of the Human D2 Dopamine Receptor: Primary Screen for Potentiators. 340,000 compounds, 0.34% hits. potentiation, % at 10 µM. D(2) dopamine receptor (Homo sapiens), P14416. HEK293 T-REx D2, calcium flux, EC20 dopamine potentiation;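 active means potentiation over 3 SD above the plate norm, cut at about 30% in these data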; further: 0% is about no effect
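Using a no-wash calcium dye in inducible, force-coupled HEK293 Trex cells expressing D2, we tracked fluorescence each second for 180 s after compound, then for 180 s after EC20 dopamine to detect augmented signalling.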
D1 ag: Allosteric Agonists of the Human D1 Dopamine Receptor: qHTS; D(1A) dopamine receptor (Homo sapiens), P21728; HEK293 T-REx D1 cells, calcium flux, agonist mode; activation, % at 2 µM; 360,000 compounds, 1% hits; in the data active means activation above about 30%; further: 0% is about no effect
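Inducible HEK293 T-REx D1 cells, force-coupled to calcium signalling, were plated at 4000 cells/well with tetracycline and held overnight at 30 C. After no-wash calcium dye loading, compound-evoked calcium rise over 180 s flagged agonists.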
Vif-A3F inh: qHTS for Inhibitors of Vif-A3F Interactions: qHTS | HeLa A3F-eYFP + Vif (tagged APOBEC3F with the HIV-1 protein that degrades it), YFP fluorescence increase | Potency, µM (highest dose often 46.1 µM), without a hit: at the highest dose activity, negative = active | 390,000 compounds, 0.2% hits; further: potency means the concentration at half of the fitted maximal effect; % of control where 0% means no effect; nearly all actives have a fitted effect of over 65% in size
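HeLa cells stably expressing Vif plus C-terminally eYFP-tagged A3F were seeded, incubated overnight at 37 deg C, dosed with compound, incubated overnight again at 37 deg C. Yellow fluorescence (Ex 488/Em 500-530) reported blocked Vif-mediated A3F-eYFP degradation.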
* hit, by the source's call; & = joins results of further samples. Unless noted, the call rests on the fitted dose curve; in most records, active means well fitted curve in the direction sought with a large enough effect; inconclusive means small, poorly fitted or top-dose-only effect, or another doubt; inactive means no such curve, though single readings can be large; an effect the other way counts as inactive or inconclusive. Only part of the results is shown. The share of hits here may be higher or lower than overall.

`O=C(Cc1ccc(Br)cc1)Nc1ccccc1N1CCCC1` gave LDHA inh 3, D1 potentiator -6, D1 antagonist 1, Glioma ERSR ind -7%, RXFP1 agonist 0.1%, Vif-A3G inh 4%, D2 PAM 9, D1 ag 4 and Vif-A3F inh 2%.
Cc1ccc(-n2nc3c(=O)n(CC(=O)NCC(C)c4ccccc4)nc(C)c3c2C)cc1 (stereo not drawn) was read as LDHA inh -4, D1 potentiator -2, D1 antagonist -25, Glioma ERSR ind -1%, RXFP1 agonist 3.0%, Vif-A3G inh -2%, D2 PAM -5, D1 ag -1 and Vif-A3F inh 4%.
`Cc1cc(C)cc(-n2c(SCC(=O)N3CCCCC3)nc3c([nH]c4ccccc43)c2=O)c1` gave LDHA inh -3, D1 potentiator -3, D1 antagonist 25, Glioma ERSR ind -3%, RXFP1 agonist 4.5%, Vif-A3G inh 0%, D2 PAM -2, D1 ag 1 and Vif-A3F inh -7%.
For CCN(C(=O)COc1ccc2ccc(=O)oc2c1)C1CCCCC1 the results were LDHA inh -10&5, Glioma ERSR ind -2%, Vif-A3G inh 0% and Vif-A3F inh 2%.
CC(C)NC(=O)COC(=O)c1cc(=O)[nH]c2ccccc12 was read as LDHA inh 2, D1 potentiator 2, D1 antagonist 11, Glioma ERSR ind -1%, RXFP1 agonist 0.9%, Vif-A3G inh 1%, D2 PAM 5, D1 ag 2 and Vif-A3F inh 3%.
Cc1ccc(S(=O)(=O)N(C)C[C@H]2Oc3ccc(NC(=O)Nc4c(C)noc4C)cc3CC(=O)N([C@@H](C)CO)C[C@@H]2C)cc1 was read as LDHA inh -10, Glioma ERSR ind 3%, Vif-A3G inh 3% and Vif-A3F inh -1%.
Screening CC1(C)NC(=O)N(CCCC(=O)Nc2ccc(C(F)(F)F)cc2)C1=O returned LDHA inh -2, D1 potentiator -4, D1 antagonist -9, Glioma ERSR ind -2%, RXFP1 agonist -0.7%, Vif-A3G inh 1%, D2 PAM 21, D1 ag 1 and Vif-A3F inh 5%.
CC(C)N(Cc1cn(C)nc1-c1cccc(Cl)c1)Cc1nccn1C was read as LDHA inh 0, D1 potentiator -3, D1 antagonist -12, Glioma ERSR ind -3%, RXFP1 agonist 2.7%, Vif-A3G inh 1%, D2 PAM -14, D1 ag 3 and Vif-A3F inh 3%.
Cc1cc(C(=O)Nc2cnn(Cc3ccc(Cl)cc3Cl)c2)no1 was read as LDHA inh 2, D1 potentiator -4, D1 antagonist -6, Glioma ERSR ind 3%, RXFP1 agonist -0.7%, Vif-A3G inh 0%, D2 PAM -3, D1 ag 12 and Vif-A3F inh -10%.
Screening Cc1ccccc1NC(=O)CSc1nc2[nH]c(=O)cc(O)c2s1 returned LDHA inh 2, D1 potentiator -7, D1 antagonist -7, Glioma ERSR ind -3%, RXFP1 agonist 0.2%, Vif-A3G inh -4%, D2 PAM 0, D1 ag 4 and Vif-A3F inh -3%.
For CCc1cc2cc3c(cc2nc1SCC(=O)Nc1nccs1)OCO3 the results were LDHA inh 1, D1 potentiator 0, D1 antagonist -13, Glioma ERSR ind -2%, RXFP1 agonist 13µM*, Vif-A3G inh 2%, D2 PAM 4, D1 ag 1 and Vif-A3F inh -5%.
CC1CN(c2ccnc3cc(Cl)ccc23)CC(C)O1 (stereo not drawn) was read as LDHA inh -5, D1 potentiator -3, D1 antagonist -1, Glioma ERSR ind -2%, RXFP1 agonist 0.1%, Vif-A3G inh -7%, D2 PAM -16, D1 ag 0 and Vif-A3F inh -1%.
Screening C/C(=N\NC(=O)NC1CCCCC1)C1CCCCC1 returned LDHA inh -7, D1 potentiator 6, D1 antagonist 23, Glioma ERSR ind -2%, RXFP1 agonist 2.6%, Vif-A3G inh 2%, D2 PAM -2, D1 ag 11 and Vif-A3F inh -1%.
CCOC(=O)C1(CCOC)CCCCC1=O (stereo not drawn) was read as LDHA inh -7, Glioma ERSR ind -3%, Vif-A3G inh 0% and Vif-A3F inh -5%.
Screening Cc1ccc(CSc2nc3ccncc3n2Cc2nc(-c3ccccc3C)oc2C)cc1 returned LDHA inh -5, D1 potentiator -3, D1 antagonist -1, Glioma ERSR ind -2%, RXFP1 agonist -0.5%, Vif-A3G inh -3%, D2 PAM -3, D1 ag 15 and Vif-A3F inh 8%.
CCN(CC)S(=O)(=O)c1cc(NC(=O)C(C)Nc2ccccc2N2CCOCC2)ccc1C (stereo not drawn) was read as LDHA inh 0, D1 potentiator 3, D1 antagonist 5, Glioma ERSR ind -2%, RXFP1 agonist 2.8%, Vif-A3G inh -8%, D2 PAM -5, D1 ag 0 and Vif-A3F inh 23%.
`COC(=O)c1ccc2c(=O)n(CCCCCC(=O)NC(C)C)c(=O)[nH]c2c1` gave LDHA inh -4&1, D1 potentiator -1&-2, D1 antagonist 8&1, Glioma ERSR ind -2%&3%, RXFP1 agonist 0.0%&5.4%, Vif-A3G inh -1%&-8%, D2 PAM -4&3, D1 ag 9&0 and Vif-A3F inh -6%&-2%.
CCSc1nnc2c(n1)OC(c1ccc(OC)cc1OC)N(C(C)=O)c1ccccc1-2 (stereo not drawn) was read as LDHA inh -6, D1 potentiator -1, D1 antagonist -17, Glioma ERSR ind -5%, RXFP1 agonist 3.7%, Vif-A3G inh -2%, D2 PAM 1, D1 ag 0 and Vif-A3F inh 2%.
For CCC1Oc2ccccc2N(CC(=O)NC2CCCCC2)C1=O (stereo not drawn) the results were LDHA inh -8, D1 potentiator 11, D1 antagonist 1, Glioma ERSR ind 6%, RXFP1 agonist -0.1%, Vif-A3G inh 1%, D2 PAM -6, D1 ag 2 and Vif-A3F inh 3%.
Cc1ccc(NC(=O)N2CCc3ccccc3C2)c(C)c1 was read as LDHA inh -1, D1 potentiator -1, D1 antagonist -29, Glioma ERSR ind 0%, RXFP1 agonist 0.3%, Vif-A3G inh 4%, D1 ag 0 and Vif-A3F inh 1%.

The last 3 records of the part above are carried over, then new ones follow.
CCSc1nnc2c(n1)OC(c1ccc(OC)cc1OC)N(C(C)=O)c1ccccc1-2 (stereo not drawn) was read as LDHA inh -6, D1 potentiator -1, D1 antagonist -17, Glioma ERSR ind -5%, RXFP1 agonist 3.7%, Vif-A3G inh -2%, D2 PAM 1, D1 ag 0 and Vif-A3F inh 2%.
For CCC1Oc2ccccc2N(CC(=O)NC2CCCCC2)C1=O (stereo not drawn) the results were LDHA inh -8, D1 potentiator 11, D1 antagonist 1, Glioma ERSR ind 6%, RXFP1 agonist -0.1%, Vif-A3G inh 1%, D2 PAM -6, D1 ag 2 and Vif-A3F inh 3%.
Cc1ccc(NC(=O)N2CCc3ccccc3C2)c(C)c1 was read as LDHA inh -1, D1 potentiator -1, D1 antagonist -29, Glioma ERSR ind 0%, RXFP1 agonist 0.3%, Vif-A3G inh 4%, D1 ag 0 and Vif-A3F inh 1%.
`COc1ccc(/C=C2\CCCCC2=O)cc1` gave LDHA inh -3, Glioma ERSR ind 5%, Vif-A3G inh -9% and Vif-A3F inh -16%.
For C=C(C)Cn1c(SCC(=O)O)nnc1-c1ccccc1 the results were LDHA inh 1, D1 potentiator 0, D1 antagonist 3, Glioma ERSR ind -3%, RXFP1 agonist -2.8%, Vif-A3G inh 0%, D2 PAM 5, D1 ag -3 and Vif-A3F inh -8%.
Screening CCN(CC)C(=O)c1sc2c(c1C)c(=O)n(-c1ccc(Cl)c(Cl)c1)c(=O)n2Cc1cc(=O)n2ccccc2n1 returned LDHA inh -6, D1 potentiator -1, D1 antagonist 1, Glioma ERSR ind -6%, RXFP1 agonist -1.1%, Vif-A3G inh 4%, D2 PAM 7, D1 ag 0 and Vif-A3F inh -13%.
CCOC(=O)c1ccccc1NC(=O)NC(C)c1c(-n2cccc2)sc(C)c1C (stereo not drawn) was read as LDHA inh -8, D1 potentiator -3, D1 antagonist 17, RXFP1 agonist inconclusive, D2 PAM -3 and D1 ag 5.
`O=C(NCCCN1CCOCC1)C(=O)N/N=C/c1ccc(F)cc1` gave LDHA inh 0, D1 potentiator -6, D1 antagonist -1, Glioma ERSR ind -3%, RXFP1 agonist 0.7%, Vif-A3G inh -6%, D1 ag 2 and Vif-A3F inh -15%.
`O=C(CCC(=O)N1CCN(S(=O)(=O)c2ccc([N+](=O)[O-])cc2)CC1)N1CCOCC1` gave LDHA inh 5, Glioma ERSR ind -3%, Vif-A3G inh 1% and Vif-A3F inh 1%.
Screening Cc1nc(-c2ccc(NC(=O)c3cccs3)cc2)cs1 returned LDHA inh 2, D1 potentiator -3, D1 antagonist -17, Glioma ERSR ind -12%, RXFP1 agonist 3.5%, Vif-A3G inh -2%, D2 PAM -1, D1 ag 3 and Vif-A3F inh 0%.
Screening Cc1cccnc1NC(=O)c1nn(C)c2c1CS(=O)(=O)c1ccccc1-2 returned LDHA inh -13, D1 potentiator 2, D1 antagonist -10, Glioma ERSR ind -5%, RXFP1 agonist -2.4%, Vif-A3G inh -5%, D2 PAM 1, D1 ag 2 and Vif-A3F inh -6%.
`CCCN(CCC)CCCNS(=O)(=O)c1ccc2c(c1)oc(=O)n2C` gave LDHA inh -4, D1 potentiator -2, D1 antagonist -5, Glioma ERSR ind -4%, RXFP1 agonist -1.5%, Vif-A3G inh 2%, D2 PAM -16, D1 ag 5 and Vif-A3F inh 3%.
